Compound activity deposited in PubChem BioAssay by several laboratories.
14-3-3 Bad PPI = disrupts binding of bovine 14-3-3 zeta to phospho-Bad peptide; P63103; TR-FRET 14-3-3zeta/Dy647-pBad peptide displacement, 1 h; inhibition, % at 21.7 µM; 0.71% of 220,000 active; AID 781;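 active = inhibition above about 70%, limit read from the data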;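 also: 0% = full 14-3-3 plus peptide FRET controls and 100% = background without 14-3-3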
Thrombin inh = blocks human thrombin protease activity | P00734 | alpha-thrombin, Boc-VPR-AMC fluorogenic substrate cleavage | inhibition, % at 5 µM | 0.26% of 220,000 active | AID 1046;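 active = inhibition at or above 40%; inactive = inhibition below 40%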;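 also: 0% = enzyme with no compound and 100% = wells without enzyme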
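Test system: human alpha-thrombin protein / Dosing: one concentration per compound, 5 µM, with 0.2% DMSO / Medium: pH 7.5 Tris-saline with Tween 20 / Benchmarks: no-compound enzyme wells and no-enzyme blanks / Read-out basis: percent inhibition of thrombin substrate cleavage / Timing: reaction at room temperature / Measured by: fluorescence, ex 355 nm, em 460 nm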
p47phox inh = blocks human p47phox regulatory protein of NADPH oxidases | p47phox/p22phox peptide binding, fluorescence polarization, 2 h | inhibition, % at 24.7 µM | 0.53% of 220,000 active;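 also: 0% = p47phox with labelled peptide and 100% = labelled peptide alone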
Target sequence (P14598 whole entry, looked up): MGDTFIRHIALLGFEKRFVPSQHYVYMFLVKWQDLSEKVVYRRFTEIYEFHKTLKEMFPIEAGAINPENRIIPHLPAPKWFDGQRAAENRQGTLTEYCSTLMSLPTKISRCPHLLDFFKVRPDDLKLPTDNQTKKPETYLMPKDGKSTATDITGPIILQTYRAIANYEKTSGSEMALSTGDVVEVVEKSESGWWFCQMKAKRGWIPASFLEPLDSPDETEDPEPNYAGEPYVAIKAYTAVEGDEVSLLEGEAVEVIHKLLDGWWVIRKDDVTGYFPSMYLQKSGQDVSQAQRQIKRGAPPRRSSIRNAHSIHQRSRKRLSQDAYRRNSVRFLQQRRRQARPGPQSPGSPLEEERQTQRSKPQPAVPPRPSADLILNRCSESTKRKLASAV
EBV gp42 block = blocks Epstein-Barr virus glycoprotein 42 binding | Q1HVG2 | Fluorescence polarization binding assay, mP read-out | inhibition, % (tested at 21.74 µM) | 0.42% of 220,000 active; in the data active = inhibition above about 50%
Rad51 HR inh = Rad51 (human) homologous recombination inhibition. hRad51 DNA strand exchange, fluorescence dequenching. inhibition, % at 10 µM. 0.085% of 200,000 active. AID 1385;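 active = inhibition above 40% at the single screening dose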;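 also: 0% = DMSO control wells and 100% = blanks with heterologous ssDNA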
Target sequence (Q06609 whole entry, looked up): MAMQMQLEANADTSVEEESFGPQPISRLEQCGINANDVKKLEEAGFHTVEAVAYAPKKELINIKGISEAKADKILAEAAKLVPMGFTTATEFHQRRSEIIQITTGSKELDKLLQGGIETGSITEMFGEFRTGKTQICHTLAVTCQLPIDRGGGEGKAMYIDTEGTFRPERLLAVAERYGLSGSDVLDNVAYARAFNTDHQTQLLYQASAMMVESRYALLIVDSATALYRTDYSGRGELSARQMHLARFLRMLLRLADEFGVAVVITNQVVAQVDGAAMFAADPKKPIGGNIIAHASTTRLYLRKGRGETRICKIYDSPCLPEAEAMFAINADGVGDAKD
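Material: Human Rad51 nucleoprotein filaments preassembled on unlabelled ssDNA | Also added: Labelled 47-mer dsDNA for strand exchange | Dosing: Single dose, 10 µM final compound | Schedule: 30-min compound preincubation and 15-min exchange, both room temperature | Technique: Fluorescence dequenching at 485/520 nm | Measure: Percent inhibition relative to plate controls and blanks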
hK5 inh = kallikrein 5 (human) inhibition | Q9Y337 | recombinant hK5, fluorogenic AMC substrate cleavage | inhibition, % at 5 µM | 0.59% of 210,000 active | AID 873;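 active = inhibition of 40% or more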;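 also: 0% = enzyme controls without compound and 100% = no-enzyme blanks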
Target sequence (Q9Y337 67-293 limits assumed): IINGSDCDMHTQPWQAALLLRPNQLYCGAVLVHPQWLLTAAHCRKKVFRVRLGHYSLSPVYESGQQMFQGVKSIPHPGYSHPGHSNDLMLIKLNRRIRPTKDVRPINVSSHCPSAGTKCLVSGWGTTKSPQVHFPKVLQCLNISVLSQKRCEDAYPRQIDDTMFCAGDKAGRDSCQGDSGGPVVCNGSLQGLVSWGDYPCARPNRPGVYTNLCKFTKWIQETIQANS
Furin inhibitor = blocks human furin protease activity; P09958; purified furin, fluorogenic substrate cleavage; inhibition, % at 30 µM; 0.061% of 220,000 active; in the data active = inhibition above about 25%; also: inactives centre near -15
eIF4E-4G inh = eIF4E/eIF4G interaction inhibition in translation initiation; TR-FRET eIF4E-eIF4GI(517-606) binding, 2 h; inhibition, % at 21.7 µM; 0.37% of 220,000 active; AID 782;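 also: 0% = full FRET control wells and 100% = background wells lacking eIF4GI fragment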
Cl transport mod = KCC2 (human) Cl- transport modulation; KCC2 cells, thallium flux FluoZin-2 fluorescence; AID 1456; Q9H2X9; 2.2% of 190,000 active; B-score of Tl+ flux slope (higher = more flux/activation; lower = inhibition) at 10 µM;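 active = thallium flux slope and its plate-corrected score both differing from the plate sample mean at a set confidence after two filtering rounds, in either direction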;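 also: slope of fluorescence scaled to starting intensity during 10 to 20 s after thallium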
Starred values were filed as active, the others as inactive; · = no result given; & = joins results of further samples; [ ] = remark or other dose.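 The calls were made as follows, unless noted: active = inhibition above about 30% (limit read from the data); inactive = the rest.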

SMILES	14-3-3 Bad PPI	Thrombin inh	p47phox inh	EBV gp42 block	Rad51 HR inh	hK5 inh	Furin inhibitor	eIF4E-4G inh	Cl transport mod
Cc1cc(C)n2nnnc2c1C#N	2[fluorescence artefact?]	2	-4	-19	-1	-15	-22	-11[fluorescence artefact?]	·
O=C(CCc1ccccc1)NC(=S)Nc1cc(C(F)(F)F)ccc1N1CCOCC1	12	-1	-12	-6	1	6	-13	1[fluorescence artefact?]	-0.97
CCOC(=O)C1=C(C)NC(C)=C(C(=O)OCC)C1C	7&-8	-1	-13&-2	-12&8	0	0&-17	-15&-17	-5&9	-0.64&-0.89
CCc1nnc(SCc2cn3c(C)cc(C)nc3n2)n1N	·	-7	-2	-27	0	-4	-6[20 µM]	·	·
COc1ccc(N(C(C)C(=O)NN=C2CCCCCCC2)S(C)(=O)=O)cc1 (centres undefined)	-3	-17	-6	-10	4	-4	-14	-2	0.044
Cc1cc(C=O)c(C)n1-c1ccc(Cl)c(C(=O)O)c1	40	-6	-3	-11	10	-7	-7	21	-1.3
CC(C)CC(=O)NC(=S)Nc1ccc(NC(=O)c2ccco2)cc1	-7	0	-11	-1	·	-10	-24	-2	-0.8
Cc1ccc(NCC(=O)N/N=C\c2ccc[nH]2)cc1	-13	0	-1	-10	-7	5	-8	3	0.95
COc1cccc(/C=N/NC(=O)CCn2nnc3ccccc32)c1	-3	-3	-13	-12	4	-7	-29	2	0.0031
CCO[C@@H]1OC(C(=O)Nc2ccccc2)=C[C@H](c2ccc(Br)cc2)[C@H]1CCCO	-3	-6	-5	-4	-3	-2	-10	-3	0.9
O=C(NCc1cccs1)c1ccc(Br)o1	2	-1	-3	-8	33	-1	-17	5	1.3
CCOC(=O)C(C)Oc1cccc2c(=O)n(CC(=O)NCc3ccc(F)cc3)ccc12 (centres undefined)	-2	-10	1	6	·	-3	-13	-9	0.54
Cc1ccc(-c2nnn(CCOc3cccc(Br)c3)n2)cc1	-5[fluorescence artefact?]	-5	-19	3	·	-7	-7	0	-0.73
Cc1cccc(-n2c(O)c(C=Nc3cccc(O)c3)c3ccccc3c2=O)n1	-1	-1	-13	-1	-8	-1	-10	-3	-0.49
COC(=O)c1nnn(CC(=O)Nc2cccc(Cl)c2)c1C(=O)OC	4[fluorescence artefact?]	-3	1	-7	5	10	-20[20 µM]	-4	2.1
Cc1ccc(Cn2c(C(=O)NCCCN3CCOCC3)cc3sccc32)cc1	-10	-1	-22	-29	-5	-5	-8	-3	-0.31
CCOC(=O)N1CCC(n2c(=S)[nH]c3ccccc3c2=O)CC1	-6[fluorescence artefact?]	2	-15	-15	23	-5	-14[20 µM]	5	2.7
Cc1cc(NC(=O)c2coc(=O)c(Br)c2)ccc1C(C)C	-3	-3	37*	-4	6	-8	-19	2	-1.4
CC(O)CNC12CC3CC(CC(C3)C1)C2 (centres undefined)	-1	-1	2	0	·	·	-12	1	0.83
CC(C)(C)c1cc(C(=O)NCc2cc(F)cc3c2OCOC3)n(Cc2ccccc2)n1	-6	-4	-1	-5	1	-2	-15	-3	-0.9
COc1ccc(NC(=O)C(=O)NCCC2=CCCCC2)c(OC)c1	-18	0	-10	3	4	-19	-18	3	0.65
N=C1/C(=C/c2ccc(-c3cccc(C(=O)O)c3)o2)C(=O)N=C2SC=C(c3ccccc3)N12	93*	2	-74	67*	-22	4	5	80*	-4.5
Cc1ccc(S(=O)(=O)NCCC2(C(C)C)CCOC(C)(C)C2)cc1 (centres undefined)	·	2	9	5	2	-5	0[20 µM]	·	-0.66
CSc1ccccc1NC(=O)CN1CCCCC1C (centres undefined)	-2	-2	-9	-17	-4	-4	-15	3	-0.056
CC1(C)OC(=O)C(=CSc2ccc(C(C)(C)C)cc2)C(=O)O1	9	2	-92	-9	12	-19	-25	-4	1.3
O=C(c1ccco1)N1CCN(C(=O)C2CCCN(S(=O)(=O)Cc3ccccc3)C2)CC1 (centres undefined)	4[fluorescence artefact?]	-3	-6	-6	2	12	-20[20 µM]	0[fluorescence artefact?]	0.018
Cc1cc(/C=C2\NC(=S)NC2=O)c(C)n1-c1cccnc1	-2	-6	-15	-1	-15	25	-2	1	0.23
CC1CCCN(c2nc3c(c(=O)n(C)c(=O)n3C)n2CCSc2nc3ccccc3o2)C1 (centres undefined)	2	0	-1	0	1	-1	-12	-3	·
Cc1nc2cc(NC(=O)C3COc4ccccc4O3)ccc2s1 (centres undefined)	16	-3	-8	-10	-2	-5	5	6	0.33
COc1ccc(NC(=O)c2ccc3c(=O)n(Cc4ccco4)c(=S)[nH]c3c2)c(OC)c1	-1	5	-3	-9	-12	-12	0	-4	1.6
CCOc1ccc(-n2c(C)cc(/C=N\NC(=O)CC(=O)NC3CCCCC3)c2C)cc1	-11	2	-19	-3	·	-2	-29	5	0.54
CC(=O)Nc1ccc(S(=O)(=O)N2CCN(S(=O)(=O)N3CCCCCC3)CC2)cc1	12[fluorescence artefact?]	2	-19	-27	3	-17	-16[20 µM]	-5	-0.093
COc1ccc(C(=O)COC(=O)CCN=C2NS(=O)(=O)c3ccccc32)cc1OC	1[fluorescence artefact?]	-1	-14	-39	-4	5	-25	-9	-0.43
COC(=O)C(CCCCNC(=O)OCc1ccccc1)NC(=O)CN (centres undefined)	10	-12	4	-12	10	-18	-14[20 µM]	5	0.41
CCOC(=O)c1c(NC(=O)c2cc(-c3ccc(Cl)s3)nc3ccccc23)sc(C(N)=O)c1C	72*[fluorescence artefact?]	-11	25	36	2	-10	-18	16	0.75
COc1ccc(/C=N/NC(=O)c2ccn[nH]2)cc1Cn1nc(C)c([N+](=O)[O-])c1C	5	-5	-10	-13	·	2	-14	-1	-1.1

Random excerpt: six entries already listed, in no set order.
SMILES	14-3-3 Bad PPI	Thrombin inh	p47phox inh	EBV gp42 block	Rad51 HR inh	hK5 inh	Furin inhibitor	eIF4E-4G inh	Cl transport mod
CCOc1ccc(-n2c(C)cc(/C=N\NC(=O)CC(=O)NC3CCCCC3)c2C)cc1	-11	2	-19	-3	·	-2	-29	5	0.54
CC(=O)Nc1ccc(S(=O)(=O)N2CCN(S(=O)(=O)N3CCCCCC3)CC2)cc1	12[fluorescence artefact?]	2	-19	-27	3	-17	-16[20 µM]	-5	-0.093
COc1ccc(/C=N/NC(=O)c2ccn[nH]2)cc1Cn1nc(C)c([N+](=O)[O-])c1C	5	-5	-10	-13	·	2	-14	-1	-1.1
COc1ccc(C(=O)COC(=O)CCN=C2NS(=O)(=O)c3ccccc32)cc1OC	1[fluorescence artefact?]	-1	-14	-39	-4	5	-25	-9	-0.43
COC(=O)C(CCCCNC(=O)OCc1ccccc1)NC(=O)CN (centres undefined)	10	-12	4	-12	10	-18	-14[20 µM]	5	0.41
COc1ccc(NC(=O)c2ccc3c(=O)n(Cc4ccco4)c(=S)[nH]c3c2)c(OC)c1	-1	5	-3	-9	-12	-12	0	-4	1.6

Next results
SMILES	14-3-3 Bad PPI	Thrombin inh	p47phox inh	EBV gp42 block	Rad51 HR inh	hK5 inh	Furin inhibitor	eIF4E-4G inh	Cl transport mod
CCCC(=O)N(Cc1cc2cc(C)ccc2[nH]c1=O)c1ccccc1OC	0	0	-5	0	-4	-2	-6	1	0.82
CC(C)SCC(=O)Nc1ncc2c(n1)-c1ccccc1CC2	21	-7	-59	49	-42	-3	-15	12	-2.2
COc1ccc(/C(O)=C2/C(=O)C(=O)N(c3ncccn3)C2c2ccc(F)cc2)cc1 (centres undefined)	2	-8	1	-14	-4	-1	-5	-3	0.19
C(=N\Nc1nn[nH]n1)/c1ccccc1	-18	-6	3	1	0	0	-21[20 µM]	8	0.28
CCOc1ccc(/C=N/Nc2cc(C)nc(N3CCOCC3)n2)cc1	-11	-18	-9	5	·	-6	-10	-1	0.38
Cc1[nH][nH]c(=O)c1C(c1c(C)[nH][nH]c1=O)c1cn(C)c2ccccc12	-18	-3	-7	2	-1	10	2	-2	-1.2
CCOC(=O)c1cnc(Nc2nc3ccccc3o2)nc1CSC(=S)N(CC)CC	-3[fluorescence artefact?]	12	-7	3	6	-54	-16	0[fluorescence artefact?]	1.1
O=C(NC1CCCCC1)OCCN1CCN(Cc2ccccc2)CCC1=O	-6	-3	1	4	·	-11	-17	-3	-0.31
NC1=NC[C@@H](Cc2ccc(O)cc2)N1CC1CCCCC1	-6	0	-25	-14	-8	0	-26	-1	-0.26
CCOc1ccccc1C(=O)NC(C(=O)Nc1cccc(S(N)(=O)=O)c1)C(C)C (centres undefined)	9	0	-12	-4	-2	-20	-12	1	0.84
CCc1cccc2c(=O)c(C(=O)NCCN3CCOCC3)c[nH]c12	8[fluorescence artefact?]	2	4	-6	5	-5	7[20 µM]	9[fluorescence artefact?]	0.11
CCC(=O)N1CCN(c2ccccc2NC(=O)c2ccc(OC)c(Cl)c2)CC1	4	-3	-9	11	4	11	-2[20 µM]	5	·
COc1ccc(NC(=O)N2CCC(c3nc(-c4cccs4)no3)CC2)cc1	10	2	-3	-11	·	-19	-8[20 µM]	3	-0.17
O=C(NCc1ccccc1)C(=O)NCC(c1ccco1)N1CCN(c2ccccc2F)CC1 (centres undefined)	-7	1	59*	-8	-4	2	-9	1	-0.95
O=[N+]([O-])c1ccc(Cl)c(CN2CCSCC2)c1	-5	-3	-8	-11	·	-10	-18	3	0.046
O=C(Cn1cc([N+](=O)[O-])cn1)Nc1ccccn1	8	3	-15	-15	-6	-3	-20[20 µM]	0	-0.28
CCOC(=O)c1c(C)noc1-c1ccco1	-15	-6	-8	-10	-2	-3	-16	-2	-1.3
CCCN(CCC)S(=O)(=O)c1ccc(C(=O)N2CCC(=O)c3ccccc32)cc1	-4	6	-6	-5	-5	26	-21	-15	-0.43
CCc1ccc(NC(=O)c2ccc(C3SCC(=O)N3CCc3ccccc3)cc2)cc1 (centres undefined)	6	2	-10	-10	·	6	-16[20 µM]	3	0.98
COc1ccccc1CCNC(=O)c1cnccn1	-3	-1	-18	-5	0	1	-24[20 µM]	-6	0.12
Cc1ccc(CN=C2NC(=O)C(CC(=O)NCCc3ccccc3)S2)cc1 (centres undefined)	1	-12	-6	-24	-10	1	-23	2	-0.74
